# PRMT1 inh = PRMT1 methyltransferase inhibitors, primary screen, biochemical, fluorescence polarization. inhibition, % at 2.79 µM. AID 652257, 2013. 1.3% of 370,000 active. Protein arginine N-methyltransferase 1 (Homo sapiens), Q99873. recombinant PRMT1, activity-based probe fluorescence polarization;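 active means inhibition above about 21% made by adding two undisclosed values, limit read from the data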
# mABHD4 FP = ABHD4 inhibitors, primary screen, biochemical, fluorescence polarization, mouse | (Lyso)-N-acylphosphatidylethanolamine lipase (Mus musculus), Q8VD66 | purified mABHD4, FP-Rh probe fluorescence polarization | inhibition, % at 8.92 µM | 0.54% of 370,000 active | AID 720543, 2013;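 active means inhibition exceeding the mean over every tested compound plus 3 SD, cut at about 30% in these data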;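 further: 0% = plate median of compound wells and 100% = S159A mutant with DMSO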
#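 Test system: mouse ABHD4 enzyme, wild type. Reagent: FP-Rh fluorescent activity-based probe, added after compound pre-incubation. Timing: pre-incubation 45 min, probe exposure 60 min, at 25 °C. Technique: FP readout, ex 525 nm / em 598 nm. Benchmarks: high control S159A mutant with DMSO, low control median of compound wells.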
# HTRA1 inh = HTRA1 serine protease inhibitors, primary screen, biochemical, fluorescence polarization, HTS | Q92743 | recombinant HTRA1, FP-rhodamine activity-based probe | inhibition, % at 5.96 µM | 0.5% of 340,000 active | AID 504803, 2011; in the data active means inhibition above about 36%;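 further: 0% = enzyme with DMSO and 100% = wells lacking enzyme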
# Target sequence (Q92743 whole entry, looked up): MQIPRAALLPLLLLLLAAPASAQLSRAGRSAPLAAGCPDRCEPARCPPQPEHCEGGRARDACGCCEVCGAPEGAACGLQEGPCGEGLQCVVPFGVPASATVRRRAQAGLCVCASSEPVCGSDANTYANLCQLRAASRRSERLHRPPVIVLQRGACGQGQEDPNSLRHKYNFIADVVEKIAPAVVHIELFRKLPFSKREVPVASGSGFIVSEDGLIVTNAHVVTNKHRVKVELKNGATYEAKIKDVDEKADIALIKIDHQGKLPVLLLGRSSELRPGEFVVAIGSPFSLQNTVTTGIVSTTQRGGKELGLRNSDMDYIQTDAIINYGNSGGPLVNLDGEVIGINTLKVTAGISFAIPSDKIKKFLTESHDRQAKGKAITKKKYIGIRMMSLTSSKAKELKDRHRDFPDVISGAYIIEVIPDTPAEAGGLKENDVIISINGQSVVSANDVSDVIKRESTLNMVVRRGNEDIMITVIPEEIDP
# SIAE primary = human SIAE inhibitors, primary screen, biochemical, fluorescence polarization, FP-Rh probe, 1536-well HTS; Sialate O-acetylesterase (Homo sapiens), Q9HAT2; SIAE FP-Rh probe binding; inhibition, % at 9.66 µM; 0.69% of 370,000 active; AID 1053197, 2014;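 active means inhibition above a cutoff: mean of compounds within the control limits plus 3 SD of those, cut at about 17% in these data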;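 further: 0% = plate median of compound wells and 100% = probe without SIAE protein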
# Target sequence (Q9HAT2 whole entry, looked up): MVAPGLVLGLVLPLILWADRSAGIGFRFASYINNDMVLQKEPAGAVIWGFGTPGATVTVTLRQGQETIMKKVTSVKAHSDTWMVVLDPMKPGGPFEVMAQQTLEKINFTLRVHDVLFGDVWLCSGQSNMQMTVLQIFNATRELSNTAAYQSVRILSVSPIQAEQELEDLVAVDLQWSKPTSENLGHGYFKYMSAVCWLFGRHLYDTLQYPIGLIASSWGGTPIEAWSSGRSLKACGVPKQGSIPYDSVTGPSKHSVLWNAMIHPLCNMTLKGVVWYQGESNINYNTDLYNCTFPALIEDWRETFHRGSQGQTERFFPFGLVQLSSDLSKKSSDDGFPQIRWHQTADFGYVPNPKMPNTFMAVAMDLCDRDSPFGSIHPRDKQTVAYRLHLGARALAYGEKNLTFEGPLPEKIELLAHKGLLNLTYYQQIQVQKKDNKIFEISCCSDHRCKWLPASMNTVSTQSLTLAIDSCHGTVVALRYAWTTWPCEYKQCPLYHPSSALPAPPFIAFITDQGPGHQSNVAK
# PG9 Ab binder = binders of HIV-1 gp120 antibody PG9, primary screen, biochemical, TR-FRET | 0.43% of 360,000 active | HIV-1 gp120 / PG9 antibody interaction | inhibition, % at 6.7 µM | TR-FRET gp120-PG9 antibody binding; in the data active means inhibition above about 8.5%
# LEDGF integ inh = blockers of LEDGF/p75-dependent integrase strand transfer – biochemical, TR-FRET, high throughput, primary screen. inhibition, % at 3.7 µM. 0.64% of 370,000 active. TR-FRET IN-LEDGF/p75 DNA integration, Eu/Cy5;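 active means inhibition above the screen-wide mean plus 3 SD, cut at about 13% in these data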;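 further: signal is the Cy5 over europium emission ratio at 671 and 618 nm; 0% = plate median of compound wells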
# rCAG RNA binder = binders of r(CAG) RNA repeats, primary screen, biochemical, fluorescence. r(CAG) RNA repeat, TO-PRO-1 dye displacement fluorescence. inhibition, % at 3 µM. 1.3% of 370,000 active;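 active means inhibition above the plate cutoff, the mean of all test compounds on that plate plus 3 SD, cut at about 35% in these data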;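 further: 0% = DMSO alone and 100% = 100 µM mitoxantrone as full dye displacement; higher means more dye released from RNA so lower well fluorescence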
# Rev-erbA mod = modulators of Rev-erb alpha DNA binding, primary screen, biochemical, FITC-DNA, fluorescence polarization, uHTS; Nuclear receptor subfamily 1 group D member 1 (Homo sapiens), P20393; Rev-erbα–FITC-DNA binding, 90 min; activity, % at 10 µM; 0.79% of 370,000 active; AID 1259318, 2017;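 active means activity above about 14%, limit read from the data; passing the limit was not always enough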;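 further: 0% = DMSO wells with 35 nM protein and 100% = DMSO wells with 750 nM protein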
# TCR CD3 inh = inhibitors of human TCR-CD3 interaction, primary screen, biochemical, fluorescence, TAMRA-labeled TCR probe. 0.37% of 360,000 active. inhibition, % at 9.4 µM. T-cell receptor (TCR). AID 651800, 2012; in the data active means inhibition above about 19%;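 further: recombinant mutant TCR 2C K166C tagged with TAMRA read by polarization; 0% = receptor in buffer alone and 100% = receptor with positive control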
# TDP2 inh = human TDP2 enzyme inhibitors, primary screen, biochemical, epi absorbance, recombinant enzyme; T5PNP hydrolysis, p-nitrophenol absorbance 415 nm; inhibition, % at 12.8 µM; 0.34% of 370,000 active; AID 720702, 2013;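 active means inhibition above the mean of all tested compounds plus 3 SD, set per campaign, cut at about 25% in these data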;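 further: 0% = DMSO with enzyme and 100% = buffer with substrate but no TDP2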
#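 Material: recombinant human TDP2; quantity: TDP2 enzyme at 120 nM final; medium: Tris-HCl pH 7.5 with MgCl2; compound: single concentration, 12.8 µM nominal, with 1% DMSO; incubation: 2 h enzyme incubation at 37 °C; signal: epi absorbance; measure: percent inhibition; benchmarks: high control without enzyme, low control DMSO plus TDP2; repeats: singlicate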
# The depositor's hits bear a star; / = not tested or not shown.
SMILES,PRMT1 inh,mABHD4 FP,HTRA1 inh,SIAE primary,PG9 Ab binder,LEDGF integ inh,rCAG RNA binder,Rev-erbA mod,TCR CD3 inh,TDP2 inh
O=C(c1ccc(=O)oc1)N1CCOCC1,12,7,-2,2,-0.1,29*,17,-4,-6,9
COc1ccc(C(=O)NC2CCCc3ccccc32)cc1 (configuration not stated),1,-8,-4,3,1.5,2,-2,12,-6,-1
Cc1ccc(C(=O)Cn2nnc3ccccc32)cc1C,-1,-2,-1,-2,0.7,-2,-5,-3,1,-7
CC(=O)NCc1ccc(S(=O)(=O)N/N=C/c2ccc(N(C)C)cc2)cc1,5,-1,2,6,-9.7,-1,3,2,0,-7
CN1CCC(N2CCCC(C(=O)O)C2)CC1 (configuration not stated),2,8,2,-3,0.7,-2,-1,-4,-1,9
CC(=O)N1CCN(C(=O)c2ccc(C)c(S(=O)(=O)N3CCCCC3)c2)CC1,0,0,1,3,0.1,-3,1,-1,5,-1
Cc1ccc(OCC(=O)Nc2ccccc2[N+](=O)[O-])c(Br)c1,-2,-3,0,1,1.5,-2,1,-3,-3,-4
COC(=O)C1=C(C)NC(=O)/C1=C\c1cc(C)n(-c2c(C)cccc2C)c1C,3,8,7,5,-0.6,0,3,-4,0,8
COc1ccccc1NC(=O)Nn1cnnc1,1,-1,3,-1,-0.3,0,3,1,1,0
CCCC(=O)Nc1nnc(SCC(=O)N2CCN(c3ccccc3)CC2)s1,7,-3,1,7,-0.3,-1,-4,-4,-3,5
NS(=O)(=O)c1ccc(CNC(=O)c2ccc3ccccc3n2)cc1,-2,1,-4,1,2.2,1,5,0,4,-1
CN(C(=O)CSc1nnc(-c2ccco2)n1Cc1ccccc1)C1CCS(=O)(=O)C1 (configuration not stated),1,2,-8,13,-0.1,-3,4,0,0,15
O=C1OCCC1(c1ccccc1)c1ccccc1,0,0,-2,-1,-1.4,2,-2,2,6,-6
CCC(C)(C)C1CCc2[nH]nc(C(=O)NC3CCCCC3)c2C1 (configuration not stated),0,3,-5,0,-1.2,2,-1,-1,-1,3
O=C(COc1ccc2ccc(=O)oc2c1)Nc1cccnc1,10,-15,2,-8,-1.2,-5,1,-6,2,-18
COc1ccc(C(C)=O)cc1CSc1nnc(C)s1,3,7,1,4,-1.2,-2,-3,-1,1,-2
COC(=O)C1=C(Nc2ccccc2NC(=O)c2ccccc2C(=O)O)CSC1,26*,8,-3,5,-0.7,-4,3,5,6,-9
CCOC(=O)N1CCC(N2C(=O)c3ccccc3C2Nc2ccc(S(=O)(=O)N(CC)CC)cc2)CC1 (configuration not stated),-2,2,-4,-2,-1.6,-1,-6,3,9,-7
CCC(=O)OC1c2ccccc2C(=O)N1Cc1ccccc1 (configuration not stated),-4,8,4,-6,-2.7,0,1,-6,-7,5
CCOC(=O)C1=C(C)N(CCCC(=O)O)C(=O)NC1c1ccccc1OS(=O)(=O)c1ccc([N+](=O)[O-])cc1 (configuration not stated),-1,-12,-5,-1,-2.4,1,17,0,-4,-11
COC(=O)c1ccc(Oc2c(C(F)(F)F)oc3c(CN4CCN(C)CC4)c(O)ccc3c2=O)cc1,0,-2,-6,-1,1.9,1,7,4,-2,-5
CCOC(=O)c1cocc1C(=O)O,-2,0,-2,-4,-0.8,0,0,-1,6,8
CCc1nc2ccc(C(=O)N3CCN(C(C)=O)CC3)cn2c1N(C)C(=O)c1cccc(OC)c1,2,2,/,-3,-0.5,-2,-1,-2,0,-9
O=C(CN1C(=O)C2CC=CCC2C1=O)NC1CCCc2ccccc21 (configuration not stated),1,0,1,1,-0.2,-1,-3,1,1,0

# Two records picked at random from those above, as already listed:
SMILES,PRMT1 inh,mABHD4 FP,HTRA1 inh,SIAE primary,PG9 Ab binder,LEDGF integ inh,rCAG RNA binder,Rev-erbA mod,TCR CD3 inh,TDP2 inh
CCC(C)(C)C1CCc2[nH]nc(C(=O)NC3CCCCC3)c2C1 (configuration not stated),0,3,-5,0,-1.2,2,-1,-1,-1,3
CCOC(=O)N1CCC(N2C(=O)c3ccccc3C2Nc2ccc(S(=O)(=O)N(CC)CC)cc2)CC1 (configuration not stated),-2,2,-4,-2,-1.6,-1,-6,3,9,-7

# Results in TDP2 inh, PRMT1 inh and PG9 Ab binder (4 entries from above):
Compound,TDP2 inh,PRMT1 inh,PG9 Ab binder
O=C(COc1ccc2ccc(=O)oc2c1)Nc1cccnc1,-18,10,-1.2
CCC(=O)OC1c2ccccc2C(=O)N1Cc1ccccc1 (configuration not stated),5,-4,-2.7
CCOC(=O)N1CCC(N2C(=O)c3ccccc3C2Nc2ccc(S(=O)(=O)N(CC)CC)cc2)CC1 (configuration not stated),-7,-2,-1.6
CCOC(=O)c1cocc1C(=O)O,8,-2,-0.8

# (listing goes on)
SMILES,PRMT1 inh,mABHD4 FP,HTRA1 inh,SIAE primary,PG9 Ab binder,LEDGF integ inh,rCAG RNA binder,Rev-erbA mod,TCR CD3 inh,TDP2 inh
CCOC(=O)C(Oc1ccc2c(-c3ccc(OC)cc3)cc(=O)oc2c1C)c1ccccc1 (configuration not stated),-1,-1,-4,-12,-0.1,1,3,3,-1,-5
Cc1cc(C(F)F)nn1CC(=O)N1CCSCC1,0,1,0,-1,-1.3,-1,-2,-1,3,4
COc1ccc(NC(=O)CSc2nnc(-c3ccoc3C)n2CC2CCCO2)cc1 (configuration not stated),1,-1,4,-1,-1.0,-2,-1,0,2,-3
O=C(C(c1ccccc1)c1ccccc1)N1CC[C@@]2(O)CCCC[C@H]2C1,1,4,6,-4,-1.8,1,-5,-2,2,-10
CCN(CC)c1ccc(CNc2ccc3c(c2)ncn3CC)cc1,-1,12,/,4,-1.4,-4,-3,1,-3,11
O=C(NNC(=O)c1ccncc1)Nc1ccc(Br)cc1,0,4,-1,4,0.3,-4,3,3,-3,2
Cc1ccccc1N1CN(Cc2ccco2)CNC1=S,0,2,4,3,-0.2,2,-3,6,-5,6
O=C(NCCS(=O)(=O)NCCc1ccccc1)c1ccc2c(c1)OCO2,1,-3,-7,3,0.0,-1,-5,2,8,7
CC1(C)c2ccccc2-c2nc3ccccc3cc2C1O (configuration not stated),-1,-14,-12,-6,-1.1,9,3,6,0,-19
Nc1nonc1NC(=O)CSc1ncccc1C(=O)O,5,6,4,2,-1.1,1,0,-5,-10,-9
COc1ccc(/C=N/NC(=O)CC(=O)NCCc2ccccc2)cc1OC,0,-3,8,13,-1.1,-1,-4,13,8,5
Cc1ccc(-c2c(C(=O)N/N=C/c3ccc4c(c3)OCO4)nnn2-c2nonc2N)cc1,-1,-6,-5,0,-0.2,2,5,-4,2,10
O=C(Nc1cccnc1)c1cccc(F)c1,2,-4,2,14,-1.8,2,-6,3,3,-7
Cn1cnnc1SCC(=O)c1ccc2c(c1)OCO2,1,-11,2,0,-1.5,2,-3,-3,-6,0
CCCCc1nn2c(N)c(/C=C3\C=Nc4ccccc43)c(=O)nc2s1,0,-6,-9,-11,-2.1,4,7,-3,-3,-4
Cc1ccc(S(=O)(=O)Nc2ccccc2C(=O)N2CCCCCC2)cc1,3,5,5,7,1.8,-1,-1,5,3,6
Cc1ccc(NC(=O)CSCC(=O)Nc2sccc2C#N)cc1,1,-2,0,12,1.0,-1,7,-4,3,8
CC[C@H](C)[C@H]1CNC(=O)C(=O)N1CC1CCN(CC(C)C)CC1,-2,-1,/,4,-1.9,3,1,-3,3,3
COC(=O)C1=C(C)NC(C)=C(C(=O)OC)C1c1cc2cc(C)ccc2[nH]c1=O,-2,3,0,4,-0.4,4,-4,-1,4,0
Cc1ccn2c(NC(=O)c3ccccc3)c(-c3ccccc3)nc2c1,0,4,-10,7,-2.3,-1,1,0,-6,7
Cc1cccc(NC(=O)c2oc3c(c2C)C(=O)CC(C)(C)C3)n1,1,-2,1,-2,0.8,-2,-7,-1,-7,-7
CC1CCCC(C)N1C(=O)COC(=O)Cc1ccc(Cl)cc1 (configuration not stated),-1,0,4,8,-0.5,0,12,3,2,0
COP(=O)(O)C(Cc1ccccc1)NC(=O)OCc1ccccc1 (configuration not stated),-3,-2,/,-1,/,3,3,-1,/,8
Nn1c(N2CCCCC2)nc2ccccc21,1,4,-4,0,2.9,-8,9,-1,7,-8
CC(Nc1ccc(F)cc1)=[N+](C)CCNS(=O)(=O)c1ccc(Cl)cc1,2,1,3,-4,-2.9,2,-1,-1,2,-9
COCCNc1ccc(S(=O)(=O)N2CCCC2)cn1,3,8,-7,4,0.4,-1,1,-4,-6,-11
CCc1nc(SCC(=O)N2c3ccccc3CC2C)c2c(C)c(C)sc2n1 (configuration not stated),-1,2,-10,-3,-1.6,-2,3,-1,14,4
COc1cc2c(cc1NC(=O)c1ccc(C)c([N+](=O)[O-])c1)oc1ccccc12,0,2,6,9,-0.9,-1,2,-3,3,8
Cc1ccccc1N=Nc1c(N)n[nH]c1N,-2,7,14,4,-9.7,0,0,11,-4,-12
O=C(NCCC1=CCCCC1)C1CCCN(S(=O)(=O)c2ccc(F)cc2)C1 (configuration not stated),-3,4,1,-1,1.9,1,-2,0,-7,8
CN(CC(=O)N1CCN(c2ccccn2)CC1)S(=O)(=O)c1ccc2ccccc2c1,-2,-7,-10,8,-0.5,4,-4,2,-6,-7
CC(C)c1ccc(NC(=O)C2CCN(S(C)(=O)=O)CC2)cc1,-4,5,6,2,-0.5,1,-4,-3,-1,-2
Cc1ccc(/C=N\NC(=O)Cn2c(C)nc3ccccc32)o1,1,-4,8,-2,-1.6,-1,0,-1,-11,3
COc1ccc(S(=O)(=O)N2CCC(C(=O)NCCN3CCOCC3)CC2)cc1C,-4,-1,8,5,-0.7,1,0,-3,-7,-13
COc1cc2[nH]c(=O)n(CCC(=O)N3CCN(c4cc(Cl)ccc4C)CC3)c(=O)c2cc1OC,-4,0,-6,0,2.5,3,-1,-8,-15,-2
CCOC(=O)C1(Cc2cccc(OC)c2)CCN(CC2CC=CCC2)CC1 (configuration not stated),-1,1,-11,-1,-0.5,0,-12,-3,-1,-2
S=c1nc2ccccc2c2nc(-c3ccccc3Br)[nH]n12,-2,-9,-3,8,-0.4,3,10,-3,6,16
COc1ccc(-c2ccc(=O)n(Cc3cccc(Cl)c3)n2)cc1,-2,-22,-31,-1,-0.2,9,1,1,-8,-10
O=S(=O)(Cc1ccc(Cl)cc1)C1CCCCC1O (configuration not stated),-3,-8,4,-4,-1.3,11,3,-5,-3,-22
O=C(Oc1ccc(C(=S)N2CCOCC2)cc1Br)c1ccccc1F,16,0,4,-4,2.8,4,-2,-3,-5,1
CC(C)(Oc1ccc(Cl)cc1)C(=O)Nc1ccncc1,1,-3,-1,-2,1.2,-1,0,-4,6,-4

# From PubChem BioAssay

# A portion of the library; the hit share may differ from the screen's.
